WRN helicase inh: inhibitors of human WRN helicase; Q14191; Potency, µM (top dose mostly 114 µM), inactives show at the highest dose activity change, negative = inhibition, hits mostly inhibitors; AID 651768; 360,000 tested, 0.46% active; WRN helicase unwinding, fluorescent forked duplex, kinetic; note: potency is the fitted concentration of half-maximal effect; % is set by controls: 0 for no effect and ±100 for the full control effect; nearly all actives have a fitted effect of over 55% in size
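Primary qHTS, 1536-well format. 20 nM WRN + compound, 15 min RT; start with 100 nM forked fluorophore/quencher duplex, 2 mM ATP (final); kinetic read ex 525/em 598 nm.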
EPAC1 antagonist: antagonists of human EPAC1 | EPAC1 GEF assay, Rap1b-BODIPY-GDP exchange fluorescence | Potency, µM (highest dose often 115 µM), inactives show at the highest dose activity change, negative = inhibition, actives largely listed as inhibitors | 360,000 tested, 0.14% active;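 note: potency is the fitted concentration of half-maximal effect; plate controls were vehicle for no effect and positive control for full effect; nearly all actives have a fitted effect of over 50% in size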
Target sequence (O95398 whole entry, looked up): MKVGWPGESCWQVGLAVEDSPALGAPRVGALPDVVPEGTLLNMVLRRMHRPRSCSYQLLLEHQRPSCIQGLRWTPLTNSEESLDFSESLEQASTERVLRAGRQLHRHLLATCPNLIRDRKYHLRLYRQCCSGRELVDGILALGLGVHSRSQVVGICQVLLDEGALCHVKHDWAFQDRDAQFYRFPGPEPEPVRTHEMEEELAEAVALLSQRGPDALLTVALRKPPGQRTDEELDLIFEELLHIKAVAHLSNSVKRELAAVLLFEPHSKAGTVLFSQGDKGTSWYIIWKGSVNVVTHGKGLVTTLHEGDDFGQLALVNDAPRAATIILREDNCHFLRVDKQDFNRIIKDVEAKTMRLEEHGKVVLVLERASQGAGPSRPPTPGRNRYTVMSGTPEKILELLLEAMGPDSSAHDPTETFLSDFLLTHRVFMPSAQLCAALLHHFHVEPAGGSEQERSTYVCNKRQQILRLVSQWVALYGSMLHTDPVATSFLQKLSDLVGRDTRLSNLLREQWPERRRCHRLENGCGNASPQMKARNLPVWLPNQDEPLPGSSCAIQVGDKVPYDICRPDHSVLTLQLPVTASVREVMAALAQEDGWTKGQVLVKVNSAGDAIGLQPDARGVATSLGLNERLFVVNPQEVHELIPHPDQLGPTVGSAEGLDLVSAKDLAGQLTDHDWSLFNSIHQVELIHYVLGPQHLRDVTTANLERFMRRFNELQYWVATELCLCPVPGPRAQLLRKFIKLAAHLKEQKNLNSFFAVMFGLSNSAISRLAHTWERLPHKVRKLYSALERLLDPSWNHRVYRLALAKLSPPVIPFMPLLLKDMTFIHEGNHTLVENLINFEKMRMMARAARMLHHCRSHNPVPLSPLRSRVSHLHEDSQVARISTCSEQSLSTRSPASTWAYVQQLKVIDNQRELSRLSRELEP
PLK1 PBD inh: inhibitors of human PLK1 polo-box domain binding. P53350. Plk1 PBD binding of FITC phosphopeptide, fluorescence polarization. Potency, µM, without a hit: max response, negative = inhibition, actives largely listed as inhibitors. 360,000 tested, 2.8% active. AID 720504; note: potency is the fitted concentration of half-maximal effect; series mostly up to about 57 µM; % is set by controls: 0 for no effect and ±100 for the full control effect; nearly all actives have a fitted effect of over 65% in size
Abeta rescue: restores growth of yeast expressing A-beta42 peptide; yeast expressing A-beta42, growth rescue, OD600, 48 h; response scale: 0% DMSO, 100% iron-clioquinol control; Potency, µM (series often up to 46.1 µM), for the others: at the highest dose growth rescue, most hits filed as activators; AID 1347071; 410,000 tested, 0.063% active; note: potency is the fitted concentration of half-maximal effect; nearly all actives have a fitted effect of over 55% in size
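Yeast A-beta toxicity model in growth medium with pinned compounds, 48 h at 30 C; growth read as absorbance at 600 nm. Normalized to FeCl3/clioquinol equimolar mix (positive) and DMSO (negative).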
aSyn rescue: inhibitors of alpha-synuclein toxicity in yeast; 370,000 tested, 0.14% active; Potency, µM (series often up to 46.1 µM), without a hit: at the top dose growth rescue (activation), most hits filed as activators; Yeast expressing alpha-synuclein, growth rescue, BacTiter-Glo, 24 h; note: potency is the fitted concentration of half-maximal effect; % of control where 0% means no effect; nearly all actives have a fitted effect of over 65% in size
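Readout is rescue of growth in alpha-synuclein-expressing yeast, so inhibitors of toxicity appear as activators. Growth after 24 hr at 30 deg C in galactose medium is quantified by luminescence.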
FUS yeast rescue: suppressors of FUS proteinopathy in yeast; Potency, µM (highest dose often 76.6 µM), without a hit: top-dose growth rescue (activation), actives largely listed as activators; 390,000 tested, 0.24% active; S. cerevisiae FUS-expressing, growth rescue, OD600, 24 h;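 note: potency is the fitted concentration of half-maximal effect; plate controls were DMSO vehicle for no effect and reference control for full effect; nearly all actives have a fitted effect of over 55% in size; some results filed as inactive show a strong effect at the top dose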
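FUS-expressing yeast, raffinose-pregrown, induced in 2% galactose minimal medium at OD 0.005; compounds in a dilution series, 24hr at 30C. Growth restoration read as absorbance at 600 nm. CP55940 positive control, DMSO negative.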
EPAC1 agonist: activates human EPAC1 exchange factor. O95398. EPAC1 agonist qHTS, biochemical assay; response scale: 100% = response to 6.5 mM cAMP. Potency, µM (top dose mostly 154 µM), for the others: at the highest dose activation, most hits filed as activators. 360,000 tested, 0.073% active; note: potency is the fitted concentration of half-maximal effect; nearly all actives have a fitted effect of over 60% in size
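Nucleotide exchange assay: 100 nM EPAC1 with 250 nM Rap1B loaded with BODIPY-GDP and 50 uM GDP, room temperature. Fluorescence (480/540 nm) read every 5 min for 30 min; signal change normalized to 6.5 mM cAMP as full agonist.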
IL2 activator: activates IL-2 in a cell-based reporter assay | IL-2 activation reporter assay, cell-based qHTS; stimulated with anti-CD3/CD4/CD28 beads; in transgenic mouse T cells | activation, % (series mostly up to about 46 µM) | 360,000 tested, 0.065% active; in the data active = activation above about 50%; inconclusive = mostly about 30% to 49%; note: 0% is about no effect
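Readout: EGFP and DsRed signals by fluorescent plate cytometry. Unstimulated transgenic mouse T cells received compound 60 min before antibody-bead stimulation, then incubated 18 h at 37 degrees C.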
PI5P4K alpha inh: PI5P4K alpha (human) kinase inhibition; AID 652105; PI5P4Kalpha enzyme, ADP-Glo luminescence, 60 min; hits give low values; 330,000 tested, 1.2% active; max response, %; active = max response of -50% or lower; inconclusive = between -30% and -50%; inactive = -30% or higher; note: value at the top dose of about 77 µM; % is set by controls: 0 for no effect and ±100 for the full control effect
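Luminescence from ADP-Glo served as readout of PI5P4Kalpha activity in a qHTS format. Reaction: enzyme, substrate, compound, ATP at 5 microM final, 60 min at RT.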
* = called active by the depositor; ? = inconclusive; · = not tested or not shown; & = joins results of further samples; [ ] = dose if it differs, or a comment. Unless noted, calls come from the whole dose curve; as a rule, active = well fitted curve in the direction sought with a large enough effect; inconclusive = small, poorly fitted or top-dose-only effect, or another doubt; inactive = no such curve, though single readings can be large; an effect the other way counts as inactive or inconclusive.

SMILES	WRN helicase inh	EPAC1 antagonist	PLK1 PBD inh	Abeta rescue	aSyn rescue	FUS yeast rescue	EPAC1 agonist	IL2 activator	PI5P4K alpha inh
COC(=O)c1cccc(S(=O)(=O)N2CCC(NC(=O)NC34CC5CC(CC(C5)C3)C4)CC2)c1	-5%	-24%	1%	-3%	-2%	·	3%	-0.3	6
CCCCC1=CC2=CC(=O)C(C)(OC(=O)CC)C(=O)C2=CN1Cc1ccco1 (configuration not stated)	-12%[57.1 µM]	0%	-30%	4%	0%	14%	-6%	0.1	-12
CN(C)/C=N/c1nc2nccc(-c3cccs3)n2n1	-1%	-16%	-2%	-2%	1%	16%	2%	-0.3	-5
CCOc1ccc(S(=O)(=O)Nc2ccccc2C(=O)NCc2ccco2)cc1	-19%	-7%	-15%	1%	11%	24%	0%	0.3	-14
Cn1c(N)c(C(=O)COC(=O)c2cc(S(=O)(=O)N3CCCCC3)ccc2Cl)c(=O)n(C)c1=O	6%	-11%	0%	8%	1%	·	5%	-0.2	-5
CCOC(=O)Cc1csc(N)n1	-4%	-7%	-7%	-10%	-6%	15%	4%	1.0	·
Clc1ccc(Nc2cc(-c3ccccc3)nc3ncnn23)cc1	3%	-4%	0%	0%	5%	-5%	7%	-0.8	2
CC1(C(=O)NNC(=O)C2CCCCC2)CC1(Cl)Cl (configuration not stated)	-13%	-4%	-6%	18%	-3%	-3%	3%	3.6	-3
COc1ccc(C2C3C=CCC(c4cccc(-c5ccc(C)cc5)c4)C3C(=O)N2Cc2ccccc2)cc1Cl (configuration not stated)	8%	-2%	?	4%	-17%	36%	-8%	-0.2	-11
CN(C)c1ccc(-c2nc3cnccn3c2Nc2ccc3c(c2)OCCO3)cc1	-11%	0%	-6%	5%	-2%	27%	15%	0.3	-2
CCNc1c(C(=O)O)ccc2c1C(=O)c1ccccc1C2=O	?	-13%	-8%	-11%	-18%	-8%	-11%	4.2	-28
CCN(Cc1ccccc1)S(=O)(=O)c1ccc(C(=O)N(CCCN(C)C)c2nc3c(C)c(C)ccc3s2)cc1	-6%	-28%	-5%	22%	-11%	?	16%	-5.2	1
CCOc1ccc(CCNC(=O)COC(=O)c2[nH]c(C)c(C(C)=O)c2C)cc1OCC	-3%	-5%	-14%	-2%	-1%	33%	-20%	-4.4	2
Cc1ccc(Cn2c(N3CCCCCC3)nc3c2c(=O)[nH]c(=O)n3C)cc1	-29%[57.1 µM]	2%	-11%	10%	1%	-5%	-6%	-0.6	-8
Cc1ccc(Nc2nc3ccccc3n3cnnc23)c(Cl)c1	-5%	-7%	-4%	-14%	?	-15%	8%	-1.9	2
CN(Cc1ccccc1)C(=O)c1cccc(NC(=O)C2CCCN(C(=O)OC(C)(C)C)C2)c1 (configuration not stated)	-4%	-16%	-5%	2%	-2%	37%	0%	-1.2	5
O=C(CC1C(=O)NCCN1C(=O)Nc1ccccc1)Nc1ccc(F)cc1 (configuration not stated)	5%	-16%	-10%	-1%	-6%	10%	-7%	-4.0	-9
Cc1ccc(N2CC(C(=O)Nc3ccc(S(=O)(=O)Nc4nccs4)cc3)CC2=O)cc1 (configuration not stated)	-8%	-1%	-13%	-1%	5%	26%	0%	-0.4	-11
CC(C)NC(=O)C1CCN(C2CCN(C(=O)c3ccc4cccc(F)c4n3)CC2)CC1	1%	4%	-1%	-5%	4%	-29%	12%	-3.1	0
COc1ccc(NC(=O)Nc2nnc(-c3cccs3)s2)cc1	5%	8%	-14%	6%	-5%	6%	-10%	-1.0	-2
O=C(COC(=O)c1cccc(S(=O)(=O)NCc2ccccc2)c1)NC1CC1	7%	0%	-1%	-2%	1%	1%	-5%	-4.5	2
COc1cc(OC)cc(C(=O)NNc2nc3cc4c(cc3s2)OCO4)c1	0%	-1%	-2%	-4%	7%	15%	1%	-3.5	-2
COc1cccc(/C=N/Nc2ncnc(Cl)c2N)c1O	-29%	3%	0%	-9%	?	-16%	11%	0.2	-16
CSc1nnc(CNS(=O)(=O)c2ccc(Br)cc2)n1C	8%	8%	9%	-14%	-1%	16%	-5%	-0.8	-4
O=C(Nc1ncccc1O)c1ccc(S(=O)(=O)Nc2ccccc2)cc1	-9%	-10%	-5%	-8%	1%	31%	10%	0.5	-3
COC(=O)c1nnn(-c2nc(N3CCOCC3)nc(N3CCOCC3)n2)c1C	9%	-8%	-15%	16%	-7%	1%	2%	-0.3	7
Cc1[nH][nH]c(=O)c1C(c1ccc(-c2ccccc2C(=O)O)o1)c1c(C)[nH][nH]c1=O	-19%[11.6 µM]	10%	?	19%	-5%	1%	0%	-1.6	-2
Cc1ccc(CN(C)Cc2cc(=O)oc3cc(C)c(Cl)cc23)cc1	-5%[57.1 µM]	-9%	-7%	8%	3%	-7%	14%	-2.4	20
CC1(C)CC(=O)c2cnc3c(C#N)cnn3c2C1	-6%	-2%	0%	-15%	4%	-6%	-8%	0.6	0
CC(=O)/C(=N/Nc1ccc(Br)cc1)N1CCCc2ccccc21	-31%	-19%	-3%	-1%	-12%	-1%	8%	-0.8	-6

Given with two lines to a compound: seven of the compounds above
Every second line gives: WRN helicase inh	EPAC1 antagonist	PLK1 PBD inh	Abeta rescue	aSyn rescue	FUS yeast rescue	EPAC1 agonist	IL2 activator	PI5P4K alpha inh
> O=C(Nc1ncccc1O)c1ccc(S(=O)(=O)Nc2ccccc2)cc1
→ -9%	-10%	-5%	-8%	1%	31%	10%	0.5	-3
> CC1(C)CC(=O)c2cnc3c(C#N)cnn3c2C1
→ -6%	-2%	0%	-15%	4%	-6%	-8%	0.6	0
> COc1ccc(NC(=O)Nc2nnc(-c3cccs3)s2)cc1
→ 5%	8%	-14%	6%	-5%	6%	-10%	-1.0	-2
> Cc1[nH][nH]c(=O)c1C(c1ccc(-c2ccccc2C(=O)O)o1)c1c(C)[nH][nH]c1=O
→ -19%[11.6 µM]	10%	?	19%	-5%	1%	0%	-1.6	-2
> O=C(CC1C(=O)NCCN1C(=O)Nc1ccccc1)Nc1ccc(F)cc1 (configuration not stated)
→ 5%	-16%	-10%	-1%	-6%	10%	-7%	-4.0	-9
> Cc1ccc(N2CC(C(=O)Nc3ccc(S(=O)(=O)Nc4nccs4)cc3)CC2=O)cc1 (configuration not stated)
→ -8%	-1%	-13%	-1%	5%	26%	0%	-0.4	-11
> CSc1nnc(CNS(=O)(=O)c2ccc(Br)cc2)n1C
→ 8%	8%	9%	-14%	-1%	16%	-5%	-0.8	-4

Entries of single compounds as entered above.
CC(C)NC(=O)C1CCN(C2CCN(C(=O)c3ccc4cccc(F)c4n3)CC2)CC1 across the screens: WRN helicase inh = 1%; EPAC1 antagonist = 4%; PLK1 PBD inh = -1%; Abeta rescue = -5%; aSyn rescue = 4%; FUS yeast rescue = -29%; EPAC1 agonist = 12%; IL2 activator = -3.1; PI5P4K alpha inh = 0
CC(=O)/C(=N/Nc1ccc(Br)cc1)N1CCCc2ccccc21 across the screens: WRN helicase inh = -31%; EPAC1 antagonist = -19%; PLK1 PBD inh = -3%; Abeta rescue = -1%; aSyn rescue = -12%; FUS yeast rescue = -1%; EPAC1 agonist = 8%; IL2 activator = -0.8; PI5P4K alpha inh = -6

(more compounds)
SMILES	WRN helicase inh	EPAC1 antagonist	PLK1 PBD inh	Abeta rescue	aSyn rescue	FUS yeast rescue	EPAC1 agonist	IL2 activator	PI5P4K alpha inh
Cc1onc(-c2ccccc2Cl)c1C(=O)Nc1c(C)n(C)n(-c2ccccc2)c1=O	5%	-3%	4%&-3%	8%	1%	1%	1%	0.2	·
COc1cccc2sc3ccc(C#CC4(O)CCCCC4)cc3c(=O)c12	-3%	?	-11%	-5%	-7%	?	0%	-0.4	-17
O=C(NCc1ccccn1)C(=O)NN=C1CCCCCCCCCCC1	-3%	-8%	0%	15%	7%	7%	8%	-0.6	0
O=C(COc1ccccc1)Nc1nc(-c2cccs2)cs1	-4%	-9%	-1%	?	1%	15%	12%	2.0	4
COC(=O)c1c2c(nc3ccccc13)CCC2	-10%	3%	-1%	-2%	-6%	?	1%	2.3	-14
COc1ccc2[nH]c(=O)c(CN(CCc3ccccc3)Cc3nnnn3CC3CCCO3)cc2c1 (configuration not stated)	-8%[57.1 µM]	-5%	-15%	-27%	2%	-38%[inhibitor]	10%	-1.5	·
CCc1ccccc1NC(=O)NC(C)c1ccc2c(c1)OCO2 (configuration not stated)	9%	4%	1%	-15%	-3%	38%	-15%	-2.2	0
Cc1ccccc1N=C(NO)c1cccnc1	0%[57.1 µM]	5%	0%	14%	-6%	-12%	3%	-3.4	8
COC(=O)c1ccccc1C(=O)N1CCOCCOCCOCC1	-17%	-1%	-18%	1%	-5%	·	-1%	-4.7	-6
N#C/C(=C\c1ccc(O)cc1)C(=O)NCc1cccc(Cl)c1	-13%	0%	-5%	-11%	0%	-1%	4%	-1.0	-13
O=C1c2cccc3cccc(c23)C(=O)N1/N=C/c1ccc(O)cc1O	0%	-3%	-2%	18%	-1%	-23%	5%	-2.3	-11
O=C1C2CC=C(Cl)CC2C(=O)N1CNc1ccccn1 (configuration not stated)	-21%	-20%	-8%	-19%	-3%	·	-6%	0.5	3
C#CCOc1ccc(/C=C2/C(=O)ON=C2C)cc1Cl	?	-10%	2.1µM*	21%	2%	-5%	-3%	-0.6	-15
COc1ccccc1-c1csc(NC(=O)c2cc(-c3cccs3)nc3ccccc23)n1	-2%	-3%	7%	3%	-1%	32%	-11%	-0.3	18
COc1ccccc1CNC(=O)C(C)Oc1ccccc1 (configuration not stated)	0%	-6%	2%	28%	8%	-4%	4%	0.0	6
Cc1cc(C)cc(-n2c(C)cc(C(=O)CSc3nnnn3C)c2C)c1	4%	-12%	-8%	-13%	7%	13%	9%	0.4	-7
CCN(CC)c1ccc(CN(C(=O)c2cc(OC)c(OC)c(OC)c2)C2CCS(=O)(=O)C2)cc1 (configuration not stated)	-2%	-19%	-1%	17%	-1%	-12%	20%	-0.3	9
O=C(CN1C(=O)COc2ccccc21)NNC(=O)Nc1ccccc1F	16%	-20%	-3%	1%	-4%	40%	-7%	1.0	3

High-throughput results (PubChem BioAssay)
